# Diaphorase act: compounds boosting diaphorase resazurin reduction – biochemical, uHTS, resorufin fluorescence, counter-screen for diaphorase-coupled primary assays, primary screen | Diaphorase/resazurin coupled assay, 16 min; hits give high values; 1 = vehicle wells, 0 = NADH-free wells | activation factor at 20 µM | actives 0.005% (n = 190,000);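 active = diaphorase activity raised at least twofold by the compound at 20 µM; inactive = activation factor below 2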
#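 Material: Clostridium kluyveri diaphorase, purified enzyme; Quantity: enzyme 0.07 U/mL final; Medium: HEPES pH 7.4 buffer with MgCl2 and Tween 20; Dosing: single compound dose of 20 µM, 1% DMSO final; Schedule: 16 min reaction at room temperature; Measured by: red resorufin fluorescence at 544/590 nm excitation/emission.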
# TNAP act hiacc: TNAP activators at high phosphate acceptor level, primary screen, biochemical, luminescence, uHTS | activation factor at 20 µM | purified TNAP, CDP-star luminescence, 1 M DEA, 30 min; hits give high values; 0 = EDTA background, 1 = DMSO-only activity | AID 1136, 2008 | 200,000 tested, under 10 active;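 active = activation factor at least 2 at 20 µM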
# Target sequence (P05186 whole entry, looked up): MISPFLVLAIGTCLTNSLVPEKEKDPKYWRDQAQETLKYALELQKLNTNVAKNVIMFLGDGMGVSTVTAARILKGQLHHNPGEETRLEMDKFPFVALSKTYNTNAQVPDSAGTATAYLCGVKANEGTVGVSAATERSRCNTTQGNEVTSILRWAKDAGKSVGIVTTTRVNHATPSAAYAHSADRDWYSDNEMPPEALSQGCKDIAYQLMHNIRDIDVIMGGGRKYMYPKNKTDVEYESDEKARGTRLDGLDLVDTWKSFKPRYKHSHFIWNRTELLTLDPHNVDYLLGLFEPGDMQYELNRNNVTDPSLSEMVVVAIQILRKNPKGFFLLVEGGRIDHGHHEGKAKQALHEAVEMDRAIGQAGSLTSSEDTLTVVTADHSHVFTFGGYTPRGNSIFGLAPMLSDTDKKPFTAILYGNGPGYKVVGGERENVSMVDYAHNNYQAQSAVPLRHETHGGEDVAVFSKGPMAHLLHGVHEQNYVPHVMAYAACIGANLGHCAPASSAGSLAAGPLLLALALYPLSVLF
#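 Test system – human TNAP · Doses – 20 µM single point · Incubation – 30 min, room temperature · Signal – luminescent substrate turnover signal · Read-out basis – activation factor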
# bIAP inh: bovine intestinal alkaline phosphatase inhibitors, primary screen, selectivity assay for TNAP inhibitor project, biochemical, bovine IAP, CDP-star luminescence. AID 1019, 2008. 190,000 tested, under 10 active. purified bovine IAP, 30 min. alkaline phosphatase, intestinal [Bos taurus]. inhibition, % at 20 µM;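 active = over 50% inhibition of intestinal alkaline phosphatase at 20 µM in the single-dose screen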
#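 System: purified bovine intestinal alkaline phosphatase (IAP) enzyme; Input: IAP diluted 1/65,000,000 in the well; Measured by: CDP-star luminescence signal; Compound dosing: 20 µM single dose; Incubation: 30 min reaction at room temperature.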
# PMI act satM6P: human PMI activators, high substrate, primary screen, biochemical, fluorescence intensity, near-saturating mannose 6-phosphate | Mannose-6-phosphate isomerase (Homo sapiens), P34949 | coupled PMI enzyme assay, resazurin fluorescence, 20 min; hits give high values; 1 = untreated enzyme, 0 = substrate-free blank | activation factor at 20 µM | actives 0.34% (n = 190,000);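 active = activation factor of 2 or more at 20 µM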
# Target sequence (P34949 whole entry, looked up): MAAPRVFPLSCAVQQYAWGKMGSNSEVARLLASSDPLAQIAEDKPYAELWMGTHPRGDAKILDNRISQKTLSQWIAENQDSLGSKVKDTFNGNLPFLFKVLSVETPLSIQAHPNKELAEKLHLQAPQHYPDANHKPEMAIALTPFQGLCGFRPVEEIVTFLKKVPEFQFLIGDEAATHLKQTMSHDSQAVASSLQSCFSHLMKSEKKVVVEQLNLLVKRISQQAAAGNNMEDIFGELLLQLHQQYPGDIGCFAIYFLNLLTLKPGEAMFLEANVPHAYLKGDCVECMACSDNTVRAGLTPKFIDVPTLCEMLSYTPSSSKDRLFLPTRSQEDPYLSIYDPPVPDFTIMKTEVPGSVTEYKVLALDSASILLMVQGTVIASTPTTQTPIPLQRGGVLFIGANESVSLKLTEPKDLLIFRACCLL
#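 Test system: Human PMI in coupled enzyme assay | Input: 15 ng/mL PMI | Medium: HEPES-buffered pH 7.4 with magnesium and detergent | Compound: One concentration, 20 µM, in 1% DMSO | Incubation: Enzyme reaction with compound 20 min at room temperature | Detection: Diaphorase-driven resazurin-to-resorufin fluorescence, excitation 544, emission 590 nm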
# TNAP inh hiacc: human TNAP enzyme inhibitors, primary screen, biochemical, luminescent, high phosphate acceptor level, uHTS; Alkaline phosphatase, tissue-nonspecific isozyme (Homo sapiens), P05186; purified TNAP, CDP-star luminescence, 1 M DEA; inhibition, % at 20 µM; actives 0.03% (n = 200,000);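 active = over 50% inhibition of tissue-nonspecific alkaline phosphatase at 20 µM in the single-dose screen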;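 note: plate controls were DMSO wells for no effect and EDTA-quenched wells as full inhibition for full effect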
# L major viab: Leishmania major promastigote growth inhibition, primary screen; inhibition, % at 10 µM; Leishmania major promastigotes, resazurin fluorescence viability; actives 9% (n = 200,000); AID 1063, 2008; in the data active = inhibition above about 50%;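 note: promastigotes grown with compound for 44 hours at 28 °C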
# TNAP inh no acc: human TNAP enzyme inhibitors, primary screen, biochemical, luminescent, no phosphate acceptor, uHTS. Alkaline phosphatase, tissue-nonspecific isozyme (Homo sapiens), P05186. purified TNAP, CDP-star luminescence, 30 min. actives 0.26% (n = 200,000). inhibition, % at 20 µM;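 active = tissue-nonspecific alkaline phosphatase inhibition above about 50% at 20 µM in the single-dose screen, limit read from the data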;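 note: 0% = DMSO negative control and 100% = EDTA positive control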
# PMI act: activators of human PMI, primary screen, biochemical, fluorescence intensity, near-Km mannose 6-phosphate. Mannose-6-phosphate isomerase (Homo sapiens), P34949. purified human PMI, coupled resazurin fluorescence, 20 min; hits give high values; 1 = vehicle control, 0 substrate-free wells. activation factor at 20 µM. actives 0.005% (n = 190,000);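 active = activation factor of 2 or more at 20 µM, relative to plate controls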
# Diaphorase inh: diaphorase inhibitors and chemical oxidizers, primary screen, counter-screen for diaphorase-coupled primary assays, biochemical, uHTS, resorufin fluorescence; diaphorase resazurin-to-resorufin fluorescence, NADH, 16 min; bacterial (C. kluyveri) enzyme, not human; inhibition, % at 20 µM; actives 0.69% (n = 190,000);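 active = primary screen inhibition at 20 µM above a set limit, cut at about 50% in these data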;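 note: plate controls were DMSO with full reaction for no effect and wells lacking NADH for full effect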
#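 Assay system: diaphorase enzyme from Clostridium kluyveri; Input: enzyme working solution with 0.14 U/mL diaphorase; Timing: 16 min at room temperature; Technique: resorufin fluorescence, excitation 544 nm, emission 590 nm; Benchmarks: positive control minus NADH, DMSO neutral control.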
# bIAP act: bovine intestinal alkaline phosphatase activators, primary screen, biochemical, bovine IAP, CDP-star luminescence | activation factor at 20 µM | actives 0.17% (n = 200,000) | AID 1016, 2008 | alkaline phosphatase, intestinal [Bos taurus] | purified bovine IAP, 30 min; hits give high values; fold of DMSO-control signal, blank-subtracted;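 active = activation factor of 2 or more at 20 µM, a signal rise over negative controls twice the positive control's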
# * = called active by the depositor; / = no result given.
[1] Cc1ccc(-n2c(SCC3CNC(=O)O3)nnc2-c2ccccc2)cc1C (stereo unspecified)
[2] CC(C)SC1=NC(C)(C)C=C(/C=C/c2c(Cl)cccc2Cl)N1
[3] O=C1CCN(C(=S)NCCc2ccccc2)CC1
[4] Cc1ccc(C(C(=O)NC2CCCCC2)N2CCCC2)cc1 (stereo unspecified)
[5] CCN(CC)S(=O)(=O)c1ccc(NC(=O)COC(=O)c2ccc(-n3nc(C)cc3C)cc2)cc1
[6] CC(NS(=O)(=O)c1ccc(OCC(=O)N2CCOCC2)c(Cl)c1)c1ccccc1 (stereo unspecified)
[7] CCOc1cc(NC(=S)NCC2CCCO2)c(OCC)cc1NC(=O)c1ccc(OC)cc1 (stereo unspecified)
[8] Cc1cc(C)c(S(=O)(=O)C(C)C)c(=O)[nH]1

screen / no.	1	2	3	4	5	6	7	8
Diaphorase act	0.9	0.8	1	0.9	0.9	0.9	0.9	1.1
TNAP act hiacc	1.1	1	1	1	1	1	1	1
bIAP inh	-71	10	5	0	-15	-15	3	-3
PMI act satM6P	1	1.1	1.1	0.9	1	1	0.7	1
TNAP inh hiacc	-6	-1	-4	-4	-3	-3	2	-2
L major viab	1	100*	-11	3	-4	-1	8	-12
TNAP inh no acc	-12	-12	-15	7	-6	-4	-21	-9
PMI act	1	1	1.1	0.9	0.9	1	0.8	1.1
Diaphorase inh	10	20	3	7	7	8	8	-10
bIAP act	1.7	0.9	1	1	1.1	1.2	1	1

[9] COC(=O)Cn1cccc1C(=O)c1ccccc1
[10] O=C(COc1ccc(-n2cnnn2)cc1)NC(=O)NCc1ccccc1
[11] CCOC(=O)C1CCN(c2ccc([N+](=O)[O-])c(C(C)=O)c2)CC1
[12] COc1ccccc1-c1nnc(SCC(=O)NCc2cccs2)n1N
[13] CCC(/C=N/Nc1ccc(S(=O)(=O)N2CCCC2)cc1[N+](=O)[O-])CC
[14] COc1ccc(C(=O)N/N=C(\C)Cn2nc([N+](=O)[O-])cc2C)cc1
[15] Cc1cc(Br)ccc1OCCCCNC(C)(C)C
[16] O=C(CCCN1C(=O)c2ccccc2C1=O)Nc1ccc(S(=O)(=O)N2CCOCC2)cc1

screen / no.	9	10	11	12	13	14	15	16
Diaphorase act	0.8	0.8	0.8	1	0.9	1	0.9	0.9
TNAP act hiacc	1	1	0.8	1	1	1	1	1
bIAP inh	-5	18	19	2	-7	-1	10	6
PMI act satM6P	1.1	0.9	0.9	1.1	1	0.9	0.9	1
TNAP inh hiacc	3	-4	18	-3	4	-4	0	1
L major viab	-5	-6	10	2	-7	-2	100*	-8
TNAP inh no acc	-6	-7	12	-17	16	-8	-1	-6
PMI act	1	1	0.9	1.1	1.1	0.9	0.9	0.9
Diaphorase inh	24	18	20	2	8	4	11	11
bIAP act	1.1	0.8	0.8	1	1.1	1	0.9	0.9

# From compound 1 as far as 8, as listed above:
[1] Cc1ccc(-n2c(SCC3CNC(=O)O3)nnc2-c2ccccc2)cc1C (stereo unspecified)
[2] CC(C)SC1=NC(C)(C)C=C(/C=C/c2c(Cl)cccc2Cl)N1
[3] O=C1CCN(C(=S)NCCc2ccccc2)CC1
[4] Cc1ccc(C(C(=O)NC2CCCCC2)N2CCCC2)cc1 (stereo unspecified)
[5] CCN(CC)S(=O)(=O)c1ccc(NC(=O)COC(=O)c2ccc(-n3nc(C)cc3C)cc2)cc1
[6] CC(NS(=O)(=O)c1ccc(OCC(=O)N2CCOCC2)c(Cl)c1)c1ccccc1 (stereo unspecified)
[7] CCOc1cc(NC(=S)NCC2CCCO2)c(OCC)cc1NC(=O)c1ccc(OC)cc1 (stereo unspecified)
[8] Cc1cc(C)c(S(=O)(=O)C(C)C)c(=O)[nH]1

screen / no.	1	2	3	4	5	6	7	8
Diaphorase act	0.9	0.8	1	0.9	0.9	0.9	0.9	1.1
TNAP act hiacc	1.1	1	1	1	1	1	1	1
bIAP inh	-71	10	5	0	-15	-15	3	-3
PMI act satM6P	1	1.1	1.1	0.9	1	1	0.7	1
TNAP inh hiacc	-6	-1	-4	-4	-3	-3	2	-2
L major viab	1	100*	-11	3	-4	-1	8	-12
TNAP inh no acc	-12	-12	-15	7	-6	-4	-21	-9
PMI act	1	1	1.1	0.9	0.9	1	0.8	1.1
Diaphorase inh	10	20	3	7	7	8	8	-10
bIAP act	1.7	0.9	1	1	1.1	1.2	1	1

# (further entries)
[17] Cc1ccc(-c2nn(-c3cccc(F)c3)cc2CN(Cc2nccn2C)C(C)C)o1
[18] CC(=O)Nc1ccc(-c2nnc(SCC(=O)NCc3ccco3)n2C)cc1
[19] CS(=O)(=O)Nc1ccc(C(=O)Nc2ccc(S(=O)(=O)N3CCCC3)cc2)cc1
[20] CS(=O)(=O)N1CCN(c2ccccc2NC(=O)c2ccc(-c3ccc(Br)cc3)o2)CC1
[21] Cc1nn(C(=O)c2ccco2)c(C)c1Br
[22] CCN(CCCNC(=O)COc1cc(=O)n(C)c2ccccc12)c1cccc(C)c1
[23] Cc1ccc(NCC(=O)N/N=C/c2ccncc2)cc1
[24] O=C(CC1SCCNC1=O)Nc1ccc(Cl)c(Cl)c1 (stereo unspecified)

screen / no.	17	18	19	20	21	22	23	24
Diaphorase act	1	0.8	0.9	0.7	0.8	0.8	1	1.1
TNAP act hiacc	1.1	1	1	1	1.1	1	1	1
bIAP inh	-4	10	2	6	8	-7	2	-14
PMI act satM6P	0.9	1.1	1	0.9	1	0.9	0.8	1
TNAP inh hiacc	-9	-2	1	-1	-6	-4	-3	-3
L major viab	37	-2	-14	53*	-4	19	-2	0
TNAP inh no acc	-4	-5	0	-3	-1	-9	-4	-4
PMI act	1	1	1.1	0.9	0.9	0.9	0.9	1
Diaphorase inh	1	19	6	26	18	20	3	-9
bIAP act	1	0.9	1	0.9	0.9	1.1	1	1.1

[25] Cc1[nH]n(-c2ccccc2)c(=O)c1N=O
[26] CCN(CC)S(=O)(=O)c1ccc(N2CCCC2)c(NS(=O)(=O)c2ccc(F)cc2)c1
[27] CC(C)c1ccc(NC(=S)NN(c2ccccc2)c2ccccc2)cc1
[28] Cc1cccc(CCN2CCC(C(=O)c3ccc(NS(C)(=O)=O)cc3)CC2)n1
[29] Cc1c(Cl)cccc1NCC(=O)NN=C1CCCC1
[30] O=C(OCc1nnc(-c2ccc(Br)cc2)o1)c1cncc(Br)c1
[31] Cc1ccc(C)c(NS(=O)(=O)c2cc(C(N)=O)ccc2C)c1
[32] COCCNC(=O)c1cnn2c(C(F)F)cc(-c3ccc(C)cc3)nc12

screen / no.	25	26	27	28	29	30	31	32
Diaphorase act	/	0.8	0.8	1	1	0.9	1.1	0.8
TNAP act hiacc	1	1	1	1.1	1	1	1.1	1
bIAP inh	-7	28	4	5	-30	-13	4	0
PMI act satM6P	/	0.8	0.9	1.2	1	1	1	0.9
TNAP inh hiacc	-1	2	1	-7	-1	1	-6	4
L major viab	-1	60*	30	/	-4	10	3	19
TNAP inh no acc	-6	-6	-2	-13	-5	-3	-11	0
PMI act	/	0.9	0.9	1.1	1	1	0.6	0.9
Diaphorase inh	/	20	15	4	2	15	-9	15
bIAP act	1.1	0.7	1	0.9	1.3	1.1	1	1

[33] CN1C(=S)N(c2ccccc2)C(=O)/C1=C/c1cccs1
[34] C[C@H](NC(=O)c1nc[nH]c1C(=O)N[C@H](C)c1ccccc1)C(=O)OC(C)(C)C
[35] Cc1cccc(C)c1NC(=O)COc1ccc2c(C)c(Cc3ccccc3)c(=O)oc2c1
[36] CN(CC(=O)Nc1ccccc1Br)c1ncnc2sccc12
[37] CC(C)c1ncc(C(O)c2cccc3ccccc23)n1C (stereo unspecified)
[38] CCCCOc1ccc(C(CC(=O)NC)C(=O)O)cc1 (stereo unspecified)
[39] Clc1ccccc1-c1ccc(CN2CCN(c3ccccc3)CC2)o1
[40] COc1cccc(C(=O)N2CCN=C2SCc2cccnc2)c1OC

screen / no.	33	34	35	36	37	38	39	40
Diaphorase act	1	0.7	0.9	1	0.9	1	0.9	0.9
TNAP act hiacc	1	1.1	0.9	0.9	1	1	1	1.1
bIAP inh	-6	-30	-3	10	7	0	13	1
PMI act satM6P	1.1	0.9	1	1	1	1.1	0.9	1
TNAP inh hiacc	1	-8	8	6	-1	-3	-5	-9
L major viab	46	-3	-5	3	-2	1	-6	-7
TNAP inh no acc	12	-19	0	6	-12	-13	-9	-18
PMI act	1	0.8	0.9	1	1	1	0.8	1
Diaphorase inh	0	27	8	-1	9	-2	12	9
bIAP act	1.1	1.3	1	0.9	0.9	1	0.9	1

[41] Cc1ccc(S(=O)(=O)N/N=C/c2cc(Br)c(C)o2)cc1
[42] C=CCn1c(Cc2cccs2)nnc1SCC(=O)Nc1cc(OC)cc(OC)c1
[43] CC(/C=N/n1c(-c2ccc(Cl)cc2)n[nH]c1=S)=C\c1ccco1
[44] COc1ccc(CNC(=O)C2CCN(S(C)(=O)=O)CC2)c(OC)c1
[45] Cc1cccc(OCCOc2ccc(/C=N/NC(=O)Cc3nnc(N)s3)cc2)c1
[46] CCOc1ccc(CCNC(=O)CSc2nn(-c3ccc(C)c(Cl)c3)c(=S)s2)cc1OCC

screen / no.	41	42	43	44	45	46
Diaphorase act	0.9	0.9	0.5	1	1	1
TNAP act hiacc	1	1	1	1	1	1
bIAP inh	5	4	10	8	13	10
PMI act satM6P	1.1	0.9	0.7	1.1	1	1
TNAP inh hiacc	1	-4	4	-3	-4	-3
L major viab	-1	-2	-8	-6	-6	-6
TNAP inh no acc	-6	-6	44	-6	-10	-20
PMI act	1.1	0.9	0.7	0.9	1	0.9
Diaphorase inh	11	11	53*	-2	3	2
bIAP act	1	1	0.9	0.9	0.9	0.9

# Screening data: PubChem BioAssay, several laboratories
